NPY-Y1 PAM-ag = human NPY-Y1 potentiation or agonism, primary screen | NPY-Y1 expressing cells, potentiator/agonist activation | activation, % at 3.6 µM | hit rate 0.37% among 220,000 | AID 1304; in the data active = activation above about 33%, passing the limit was not always enough;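 also: cells stimulated with NPY at EC10 then isoproterenol at EC100; 0% = low agonist plus stimulus and 100% = saturating agonist plus stimulus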
Target sequence (P25929 whole entry, looked up): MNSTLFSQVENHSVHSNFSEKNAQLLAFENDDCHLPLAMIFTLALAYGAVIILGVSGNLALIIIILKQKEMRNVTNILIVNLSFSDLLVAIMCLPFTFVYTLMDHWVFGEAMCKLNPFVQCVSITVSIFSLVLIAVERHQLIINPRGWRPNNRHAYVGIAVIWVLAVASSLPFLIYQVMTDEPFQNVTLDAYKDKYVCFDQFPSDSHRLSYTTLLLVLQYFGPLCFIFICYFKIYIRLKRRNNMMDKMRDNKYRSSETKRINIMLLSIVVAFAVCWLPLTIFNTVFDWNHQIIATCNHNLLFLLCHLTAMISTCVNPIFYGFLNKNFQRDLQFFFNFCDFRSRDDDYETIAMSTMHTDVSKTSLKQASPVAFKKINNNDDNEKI
Ba/F3 V617F tox = lowers viability of Ba/F3 cells expressing EpoR and JAK2V617F | ATP luminescence | inhibition, % at 5.6 µM | hit rate 1.1% among 220,000;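 active = inhibition above the campaign mean plus 3 SD over all tested compounds, cut at about 24% in these data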;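 also: cytokine-independent growth of Ba/F3 cells driven by EpoR plus mutant JAK2; 0% = DMSO-treated cells and 100% = JAK inhibitor I control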
NCF1 inh = blocks human p47phox regulatory protein of NADPH oxidases. P14598. p47phox/p22phox peptide binding, fluorescence polarization, 2 h. inhibition, % at 24.7 µM. hit rate 0.53% among 220,000;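 active = inhibition above about 30%, limit read from the data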;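 also: 0% = p47phox with labelled peptide and 100% = labelled peptide alone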
CHOP inhibitor = inhibitors of CHOP induction in ER stress response | CHO-K1 CHOP-promoter luciferase, tunicamycin-induced, 15-18 h | hit rate 3.8% among 220,000 | inhibition, % at 10 µM;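 active = compounds that reduced the stress-induced luciferase reporter signal by more than about 70% of percent inhibition, limit read from the data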;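 also: 0% = tunicamycin plus vehicle and 100% = wells without tunicamycin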
NPY-Y2 PAM-ag = potentiators or agonists of human neuropeptide Y receptor Y2; activation, % at 3.6 µM; hit rate 0.45% among 220,000; cells expressing NPY-Y2, potentiator/agonist read-out; P49146; in the data active = activation above about 27%;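 also: cells stimulated with NPY near EC25 plus isoproterenol at EC100; 0% = vehicle plus submaximal agonist and 100% = vehicle plus saturating agonist; some results beyond the cut were filed as inactive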
Target sequence (P49146 whole entry, looked up): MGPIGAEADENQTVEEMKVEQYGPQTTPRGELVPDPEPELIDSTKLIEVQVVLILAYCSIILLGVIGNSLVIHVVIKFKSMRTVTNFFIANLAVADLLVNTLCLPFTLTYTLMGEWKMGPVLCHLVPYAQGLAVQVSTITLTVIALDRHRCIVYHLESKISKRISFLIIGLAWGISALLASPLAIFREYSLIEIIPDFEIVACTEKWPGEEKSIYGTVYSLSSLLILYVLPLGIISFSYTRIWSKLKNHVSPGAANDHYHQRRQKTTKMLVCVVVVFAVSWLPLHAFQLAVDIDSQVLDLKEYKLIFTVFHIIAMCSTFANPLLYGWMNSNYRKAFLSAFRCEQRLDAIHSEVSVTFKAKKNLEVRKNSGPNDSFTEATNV
S1P4 agonist = activates the human S1P4 receptor. S1P4-expressing cell line, agonist reporter assay. activation, % at 4.98 µM. hit rate 0.35% among 220,000. AID 1509; in the data active = activation above about 11%;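 also: 0% = DMSO vehicle and 100% = reference agonist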
S1P4 antagonist = human S1P4 receptor antagonism | O95977 | S1P4-expressing cells, antagonist mode, reporter read-out | inhibition, % at 4.98 µM | hit rate 0.26% among 220,000 | AID 1510; in the data active = inhibition above about 29%;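 also: 0% = wells stimulated with agonist and 100% = vehicle wells without agonist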
BaF3 tox = counter-screen for JAK2V617F inhibitors: parental Ba/F3 viability inhibitors. CellTiter-Glo ATP luminescence. inhibition, % at 5.6 µM. hit rate 1.1% among 220,000. AID 1486;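 active = inhibition above a per-campaign cutoff, the mean inhibition of all tested compounds plus 3 SD, cut at about 27% in these data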;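 also: 0% = DMSO wells and 100% = JAK Inhibitor I control wells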
NPY Y1 blocker = NPY-Y1 (human) receptor antagonism; hit rate 1% among 200,000; HEK293-CNG Y1 cells, membrane potential fluorescence; NPY at EC95, then isoproterenol; P25929; inhibition, % at 3.6 µM; AID 1040;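 active = inhibition above the campaign mean inhibition of all tested compounds plus 3 SD, cut at about 20% in these data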;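 also: 0% = DMSO wells given NPY plus isoproterenol and 100% = isoproterenol alone without NPY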
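Test system – HEK293 Y1/CNG channel cell line · Also added – NPY agonist 25 nM, then isoproterenol 1 µM plus Ro 20-1724 25 µM · Compound dosing – one concentration, 3.6 µM, in 0.4% DMSO · Schedule – compound incubation 1 h at room temperature, readout 45 min post-stimulation · Technique – fluorescence, membrane potential probe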
* hit, by the source's call; x = not tested or not shown. This is a random part of the collection; 7.1% or so of the library scored in one or more.

Results follow in this order: NPY-Y1 PAM-ag | Ba/F3 V617F tox | NCF1 inh | CHOP inhibitor | NPY-Y2 PAM-ag | S1P4 agonist | S1P4 antagonist | BaF3 tox | NPY Y1 blocker
1) CCOc1c2ccc(C(=O)N[C@H](C)C3CCCCC3)cc2nn1CCOC
→ 16.3 | -2.1 | 5.9 | -7.1 | 1.8 | -0.5 | -29.4 | 0.9 | 3.0
2) CN1CCN(Cc2ccc(OCc3ccccc3)cc2)CC1
→ -1.7 | -1.9 | -0.7 | 10.5 | -5.9 | -4.4 | -0.1 | 1.6 | 4.6
3) N#CCCn1cc(C(CC(=O)c2ccc(Br)cc2)C(=O)O)c2ccccc21 (stereo not given)
→ -24.3 | -0.6 | -9.9 | -2.7 | -32.9 | -0.2 | -4.5 | 8.0 | 18.5
4) CCCCn1nnc(NC(=O)c2ccc(-c3ccccc3)cc2)n1
→ -15.4 | -2.0 | -14.9 | 67.8 | -1.1 | 1.0 | -14.0 | 0.7 | -3.0
5) O=C(Nc1nc(-c2ccccc2)cs1)c1cccc([N+](=O)[O-])c1
→ -8.2 | -4.0 | -16.6 | -9.7 | 17.3 | -1.2 | 0.7 | 0.7 | -1.1
6) CCOc1ccc(S(=O)(=O)Nc2cccnc2)cc1
→ 8.3 | -4.0 | -3.5 | 9.9 | 0.4 | 2.0 | -12.9 | 1.6 | 3.6
7) CC(=O)Nc1nc2c(c3c1c(=O)oc1ccccc13)CCCCC2
→ 2.0 | -2.4 | -3.7 | -8.9 | 10.3 | -2.5 | 1.8 | 1.4 | 3.0
8) Cc1ccc(C)c(NC(=S)NNC(=O)c2csc3c2CCCC3)c1
→ 8.2 | 0.3 | -11.8 | 52.5 | -11.5 | -0.3 | -5.5 | 2.1 | 5.0
9) CCSc1nnc(-c2cc(Br)ccc2N)c(=O)[nH]1
→ 3.0 | 0.2 | -3.4 | 13.0 | -7.2 | 0.7 | -20.9 | 6.9 | 4.7
10) O=C(O)c1cc(-c2ccncc2)nc2ccc(F)cc12
→ -9.7 | -1.1 | 4.2 | -0.4 | 4.9 | 0.8 | 0.7 | 4.0 | 0.5
11) c1ccc(-c2csc(Nc3cccnc3)n2)cc1
→ 33.4 | 1.8 | -10.9 | 17.7 | 23.0 | 1.2 | 1.0 | 11.8 | -15.0
12) Cc1nc2ccccc2nc1CSc1nncs1
→ 22.5 | -4.4 | -3.4 | 17.5 | 1.8 | -0.5 | -0.9 | -1.8 | 4.2
13) CC1(C)CC(NC(=S)NCc2ccc3c(c2)OCO3)CC(C)(C)N1
→ 21.0 | -0.2 | -5.6 | 2.7 | 14.4 | 1.6 | 10.2 | 4.8 | 4.0
14) CC1(C)CC(=O)C=C(NNC(=O)C2CCCCC2)C1
→ -15.4 | 3.5 | 5.1 | 9.1 | -6.6 | 2.7 | -19.3 | 3.8 | 5.0
15) COc1ccc(C(=O)N/N=C/c2ccc(OC(=O)c3cccs3)cc2)cc1
→ -7.4 | -5.1 | -17.6 | -4.2 | 10.2 | -0.7 | -4.4 | 0.9 | 1.8
16) CCOC(=O)Cc1nnc(NC(=O)COc2ccc(F)cc2)s1
→ 13.1 | 1.1 | -12.1 | 18.1 | -5.9 | 1.8 | -4.4 | 5.7 | -1.5
17) O=C(/C=C/c1ccc2c(c1)OCCCO2)c1ccccc1O
→ -12.4 | 0.2 | -8.8 | -8.2 | -12.2 | 0.2 | -21.0 | 4.8 | 1.3
18) O=C(C=C=Nc1ccccc1)C(=O)N=C=Cc1ccccc1
→ 47.6 | 67.5* | -23.9 | 95.7* | 25.2 | -0.4 | 41.6* | 19.2 | x
19) COc1ccc(OC)c(NC(=O)CSCc2cnn(-c3ccccc3)c2-n2cccc2)c1
→ -9.5 | -4.1 | -40.1 | 52.8 | -11.0 | -1.2 | 16.4 | 3.6 | 14.9
20) O=C(Nc1ccccc1C(=O)N1CCCC1)c1ccccc1
→ 3.5 | -3.8 | -5.1 | 0.7 | 0.1 | -0.3 | -7.1 | -0.2 | 0.1

Profiles, quoted from the list.
CC1(C)CC(=O)C=C(NNC(=O)C2CCCCC2)C1 in the list: NPY-Y1 PAM-ag: -15.4; Ba/F3 V617F tox: 3.5; NCF1 inh: 5.1; CHOP inhibitor: 9.1; NPY-Y2 PAM-ag: -6.6; S1P4 agonist: 2.7; S1P4 antagonist: -19.3; BaF3 tox: 3.8; NPY Y1 blocker: 5.0
COc1ccc(OC)c(NC(=O)CSCc2cnn(-c3ccccc3)c2-n2cccc2)c1 in the list: NPY-Y1 PAM-ag: -9.5; Ba/F3 V617F tox: -4.1; NCF1 inh: -40.1; CHOP inhibitor: 52.8; NPY-Y2 PAM-ag: -11.0; S1P4 agonist: -1.2; S1P4 antagonist: 16.4; BaF3 tox: 3.6; NPY Y1 blocker: 14.9

Next part:
Results follow in this order: NPY-Y1 PAM-ag | Ba/F3 V617F tox | NCF1 inh | CHOP inhibitor | NPY-Y2 PAM-ag | S1P4 agonist | S1P4 antagonist | BaF3 tox | NPY Y1 blocker
21) Cc1cc(C)cc(NC(=O)CSc2nc3c(c(=O)[nH]2)CN(Cc2ccc(F)cc2)CC3)c1
→ 10.9 | 4.8 | -15.0 | 36.3 | 3.1 | 0.2 | 6.5 | 7.8 | -1.5
22) CCO[C@@H]1OC(C(=O)N2CCOCC2)=C[C@H](c2coc3ccccc3c2=O)[C@H]1CCCO
→ 1.6 | -1.1 | x | 15.3 | -11.2 | -1.2 | -4.1 | -0.7 | 4.6
23) Cc1noc(NS(=O)(=O)c2ccc(NC(=O)CSc3nc4c(cc3C#N)CCCCC4)cc2)c1C
→ -31.7 | -1.2 | -9.1 | 29.2 | -7.3 | -0.1 | 4.9 | 0.8 | 7.4
24) CCOc1cc(-c2nc(C)c(C(C)=O)n2O)ccc1OCC(=O)Nc1ccc(F)cc1
→ 4.9 | 4.7 | -5.2 | 11.0 | -5.8 | 1.2 | -3.2 | 2.3 | 3.9
25) CNC(=O)c1ccc(OC2CSC2)cc1
→ 3.7 | -2.3 | -3.4 | -10.0 | -7.5 | 0.1 | -0.2 | 7.4 | 0.2
26) CSc1nc2ccc(NC(=O)c3c(-c4ccccc4)noc3C)cc2s1
→ 6.0 | -2.8 | -13.7 | 13.6 | -27.7 | 1.1 | 1.7 | -0.6 | x
27) O=[N+]([O-])c1cccc(NC(=S)N2CCc3ccccc3C2)c1
→ 21.8 | -2.5 | -17.7 | -17.5 | 8.3 | -0.1 | 10.7 | 17.6 | -2.2
28) OC(CNC1CCCC1)COc1ccc(-c2ccccc2)cc1 (stereo not given)
→ -15.2 | 2.8 | -5.7 | -6.9 | -18.7 | -1.2 | 9.0 | 5.8 | 6.3
29) Cc1cc(=O)n2[nH]c(N)c(N=Nc3ccccc3F)c2n1
→ 21.1 | -0.4 | -19.2 | 15.2 | 10.3 | 0.6 | -20.0 | 3.1 | -1.4

Shown bar-delimited: entries from further up.
No. | Structure | NPY-Y1 PAM-ag | Ba/F3 V617F tox | NCF1 inh | CHOP inhibitor | NPY-Y2 PAM-ag | S1P4 agonist | S1P4 antagonist | BaF3 tox | NPY Y1 blocker
19 | COc1ccc(OC)c(NC(=O)CSCc2cnn(-c3ccccc3)c2-n2cccc2)c1 | -9.5 | -4.1 | -40.1 | 52.8 | -11.0 | -1.2 | 16.4 | 3.6 | 14.9
20 | O=C(Nc1ccccc1C(=O)N1CCCC1)c1ccccc1 | 3.5 | -3.8 | -5.1 | 0.7 | 0.1 | -0.3 | -7.1 | -0.2 | 0.1
21 | Cc1cc(C)cc(NC(=O)CSc2nc3c(c(=O)[nH]2)CN(Cc2ccc(F)cc2)CC3)c1 | 10.9 | 4.8 | -15.0 | 36.3 | 3.1 | 0.2 | 6.5 | 7.8 | -1.5
22 | CCO[C@@H]1OC(C(=O)N2CCOCC2)=C[C@H](c2coc3ccccc3c2=O)[C@H]1CCCO | 1.6 | -1.1 | x | 15.3 | -11.2 | -1.2 | -4.1 | -0.7 | 4.6
23 | Cc1noc(NS(=O)(=O)c2ccc(NC(=O)CSc3nc4c(cc3C#N)CCCCC4)cc2)c1C | -31.7 | -1.2 | -9.1 | 29.2 | -7.3 | -0.1 | 4.9 | 0.8 | 7.4
24 | CCOc1cc(-c2nc(C)c(C(C)=O)n2O)ccc1OCC(=O)Nc1ccc(F)cc1 | 4.9 | 4.7 | -5.2 | 11.0 | -5.8 | 1.2 | -3.2 | 2.3 | 3.9
25 | CNC(=O)c1ccc(OC2CSC2)cc1 | 3.7 | -2.3 | -3.4 | -10.0 | -7.5 | 0.1 | -0.2 | 7.4 | 0.2
26 | CSc1nc2ccc(NC(=O)c3c(-c4ccccc4)noc3C)cc2s1 | 6.0 | -2.8 | -13.7 | 13.6 | -27.7 | 1.1 | 1.7 | -0.6 | x
27 | O=[N+]([O-])c1cccc(NC(=S)N2CCc3ccccc3C2)c1 | 21.8 | -2.5 | -17.7 | -17.5 | 8.3 | -0.1 | 10.7 | 17.6 | -2.2
28 | OC(CNC1CCCC1)COc1ccc(-c2ccccc2)cc1 (stereo not given) | -15.2 | 2.8 | -5.7 | -6.9 | -18.7 | -1.2 | 9.0 | 5.8 | 6.3

Compound activity (PubChem)
